All columns: NCI-60 one-dose screen, growth in % after 48 h at 10 µM unless noted; 100 = growth as untreated, 0 = no growth, -100 = all killed.
A498 = A498 renal cancer cells. AID 1794774. actives 5.4% (n = 76,000)
OVCAR-3 = OVCAR-3 ovarian cancer. actives 7% (n = 79,000). AID 1794787
OVCAR-4 = OVCAR-4 ovarian cancer cells; actives 3.7% (n = 80,000); AID 1794784
ACHN = ACHN renal cancer; actives 4.9% (n = 81,000); AID 1794771
SK-OV-3 = SK-OV-3 ovarian cancer cells | actives 3.2% (n = 80,000)
IGROV1 = IGROV1 ovarian cancer | actives 4.7% (n = 79,000) | AID 1794786
RXF 393 = RXF 393 renal cancer cells; AID 1794773; actives 6.9% (n = 77,000)
OVCAR-5 = OVCAR-5 ovarian cancer. AID 1794783. actives 2.9% (n = 82,000)
OVCAR-8 = OVCAR-8 ovarian cancer; actives 4.4% (n = 81,000); AID 1794782
The depositor's hits bear a star; / = no result given; & = joins results of further samples. The calls were made as follows: active = growth percent below 10; inactive = the rest.

Order of results – SK-OV-3	OVCAR-4	OVCAR-5	IGROV1	A498	RXF 393	ACHN	OVCAR-8	OVCAR-3
COc1ccc2c(c1)/C(=C1/S/C(=N/c3nnc(-c4ccc(O)cc4)s3)NC1=O)C(=O)N2Cc1ccc(Cl)cc1
 : 108.8	92.8	108.7	97.6	110.3	105.2	93.8	97.4	105.1
Cc1ccn2ncnc2c1
 : 109.8	100.4	124.1	116.6	75.4	110.9	115.0	89.3	119.6
CCCCCCCOc1ccc(C(=O)Nc2ccc(C)cc2C(=O)O)cc1
 : 105.9	83.6	114.4	88.7	94.5	111.7	71.3	94.2	87.6
O=C(/C=C/Nc1ccc(Cl)cc1)c1ccc2c(c1)Nc1ccccc1S2
 : 20.7	2.7*	83.4	39.5	107.9	14.5	30.7	12.4	61.5
CC(C)NC(=O)OCc1c(COC(=O)NC(C)C)c(-c2cccc(Cl)c2)n2c1CCC2
 : 94.2	80.4	90.4	26.0	72.7	78.1	76.4	78.1	93.1
CC12CC[C@@H]3[C@]4(C)COC(c5cn(-c6ccccc6)nc5-c5cccc([N+](=O)[O-])c5)O[C@@H]4CC[C@@]3(C)[C@@H]1CC(C1=CCOC1=O)O2 (some centres undefined)
 : 94.7	88.8	106.4	95.5	107.4	84.7	98.1	95.5	120.3
Cn1c(=O)cc(O)c2ccccc21
 : 90.8	112.9	103.1	84.2	89.7	135.0	98.4	103.1	102.8
CCOC(=O)CSc1nc2sc(C(N)=O)c(C)c2c(=O)n1Cc1ccccc1
 : 102.3	99.7	103.5	92.6	53.3	103.0	103.0	98.0	102.6
Cc1nc(Nc2ccc(NC(=O)Nc3ccc(Cl)cc3)cc2)c2ccccc2n1
 : 112.1	106.7	105.9	105.0	91.8	/	110.0	103.0	114.8
CC(=O)c1ccc2ncccc2c1
 : /	104.5	111.1	109.5	95.7	107.7	107.6	102.4	109.7
Cc1[nH]c(-c2nc3ccccc3[nH]2)c(C)c1C(=O)NCC(F)(F)F
 : /	110.6	98.0	120.1	/	117.3	105.3	102.6	108.2
CC(=O)c1ccc(N2C(=O)c3ccc(Oc4ccccc4)cc3C2=O)cc1
 : 108.3	108.3	102.7	108.4	91.5	112.4	107.1	114.4	106.5
N#CC(C#N)=Cc1nc(C2CCN(S(=O)(=O)c3cccc4ccccc34)CC2)n2ccccc12
 : 109.8	97.8	92.6	124.0	78.9	/	105.3	97.9	95.2
CC(=O)c1sc(N2N=C(C)CC2c2ccc(N(C)C)cc2)nc1C (centres undefined)
 : 107.8	85.4	111.6	100.9	94.6	100.1	98.7	97.8	106.6
COc1cc(-c2nn(C(=O)NCCN3CCN(C)CC3)cc2-c2ccncc2)ccc1Cl
 : 55.1	78.0	84.6	75.0	65.8	42.3	69.5	24.5	97.2
CN(C)CCCC1(c2ccc(F)cc2)OCc2cc(-c3ccncc3)ccc21 (centres undefined)
 : 89.5	97.3	98.2	89.2	89.3	106.4	99.0	96.1	118.7
C#CCOCC(O)CCl (centres undefined)
 : 100.4	112.5	114.7	112.6	106.8	117.1	116.2	106.6	/
CCOc1ccc2nc(NC(=O)CSC(=S)N3CCN(Cc4ccccc4)CC3)sc2c1
 : 115.2	107.0	97.4	103.3	101.5	114.2	102.8	116.2	113.5
N#Cc1c(Cl)nc(SCC2CO2)nc1-c1ccccc1 (centres undefined)
 : 70.2	103.3	101.0	/	108.0	101.0	95.5	51.6	137.4
Cc1cc(N2CCN(CC(=O)Nc3ccc4c(ccn4C)c3)CC2)nc(N2CCCCC2)n1
 : /	116.2	97.9	99.1	59.3	101.2	96.4	96.8	102.8
CCOc1ccc2cc(-c3nn(CC(C)(C)CO)c(N)c3C(N)=O)ccc2n1
 : 107.0&113.1	86.7&107.1	80.6&106.3	94.2&113.6	62.0&86.8	74.9&113.8	79.6&104.7	84.3&102.0	99.7&115.7
COc1ccc(OC)c2c1[nH]c(=O)c1c3ccccc3cn21
 : -86.0*	-29.0*	-45.1*	-60.7*	51.1	-79.9*	-84.6*	-80.7*	/
Nc1cc(-c2c[nH]c3ccc(Cl)cc23)nc2cc(-c3c[nH]c4ccc(Cl)cc34)nn12
 : 118.7	58.6	59.7	41.7	32.2	75.0	24.3	70.7	75.9
O=C([C@@H](COCc1ccccc1)N1C(=O)[C@@H](N2C(=O)OC[C@@H]2c2ccccc2)[C@H]1/C=C/c1ccccc1)N1CCC(CCN2CCCCC2)CC1
 : 86.6	86.8	101.9	84.1	50.1	88.7	99.0	98.6	91.5
Nc1nc(N)c(N=Nc2ccc(S(=O)(=O)Nc3nccs3)cc2)c(=O)[nH]1
 : 104.0	104.3	97.9	101.4	126.4	132.1	113.1	102.3	112.1
Cc1ccc2c(c1)C(c1c[nH]c3ccccc13)(c1c[nH]c3ccccc13)CCO2
 : 39.0	54.2	90.8	83.3	97.2	78.3	65.1	69.7	77.3
Cc1nn(C(=O)c2ccccc2)c2c1nnc1ncccc12
 : /	99.3	102.5	99.7	/	98.5	107.0	97.6	109.5
CC1=C2[C@@H](CC1)[C@]1(C)O[C@@](C(C)C)(C[C@H]1OC(=O)CO)[C@H]2OC(=O)CCCc1ccccc1
 : 104.6	80.0	100.1	62.8	59.3	86.2	56.7	35.4	61.3
COc1cccc(/C(=C/c2ccc([N+](=O)[O-])cc2)C(=O)O)c1
 : 97.1	109.2	104.9	110.6	106.9	103.2	101.7	93.0	103.4
OCC1OC(n2cnc3c(=S)nc[nH]c32)C(O)C1O (centres undefined)
 : 113.3	46.9&91.5	85.1&57.0	85.4	118.7&105.4	70.2&98.2	32.9&103.0	47.3	47.0&113.1
BrCc1ccc(C[P+](c2ccccc2)(c2ccccc2)c2ccccc2)cc1
 : 100.7	82.3	96.6	82.3	120.4	114.0	108.8	90.2	80.4
CC(=O)c1cc(C(=O)c2ccccc2)n2cc(C)cc(C)c12
 : 92.0	101.4	97.7	95.6	72.9	98.0	97.6	99.8	/
COc1c2c(c(OC)c3occc13)OC(C)=C1Sc3[nH]c(=S)[nH]c(=S)c3C12 (centres undefined)
 : 95.6	90.8	97.2	48.3	111.4	129.1	105.8	93.2	99.5
COc1ccc(/C=C2\C=C(c3ccc(Cl)c(Cl)c3)NC2=O)cc1
 : 86.1	98.8	94.1	78.3	95.2	109.6	95.1	96.7	105.6
CS(=O)(=O)OCC1OC(n2ccc(NC(=O)c3ccccc3)nc2=O)CC1OS(C)(=O)=O (centres undefined)
 : 113.2	102.5	/	112.1	111.0	101.1	104.4	95.4	101.5
Cc1ccc(-c2[nH]c(=S)[nH]c(=O)c2C#N)o1
 : 108.2	109.3	117.6	110.8	95.3	122.7	107.8	108.2	104.8
CNC(=S)NS(=O)(=O)c1ccc(NNc2c3ccccc3nc3ccccc23)cc1
 : 71.7	98.5	120.1	84.5	96.9	113.9	95.9	93.7	75.7
COc1ccc(/C=N/N=C(N)N)cc1
 : 98.4	102.2	99.1	120.0	96.2	100.5	106.7	98.3	108.6
O=[N+]([O-])c1ccc(SN2CCCCC2)c([N+](=O)[O-])c1
 : 103.8	97.4	111.7	117.8	103.5	105.6	107.6	98.9	108.7
Cc1ccc2ccccc2[n+]1C
 : 101.9	125.7	102.9	/	122.0	/	100.9	/	106.8
CCN1/C(=C/C(C)=C/c2sc3ccc4ccccc4c3[n+]2CC)Sc2ccc3ccccc3c21
 : -99.0*	-76.9*	-91.7*	-88.4*	-98.3*	-88.1*	-97.2*	-68.7*	-94.5*
CN1CCCc2cc(/C=C3\SC(=S)N(CCC(=O)O)C3=O)ccc21
 : 108.2	99.8	102.7	104.1	92.5	106.8	104.0	100.9	108.5
COC(OC)C1(CCc2ccccc2)NC(=O)NC1=O (centres undefined)
 : /	119.8	110.8	112.3	105.4	104.9	100.3	106.2	116.5
CC(C)(C)c1nn(-c2ccccc2)c2nc3c(nc12)c(=O)oc1ccccc13
 : 110.8	97.7	107.6	112.8	109.8	125.0	115.1	96.7	121.4
CCCCCCOC(=O)N1CCCCC1
 : 105.0	110.9	86.7	109.2	116.5	99.6	99.5	106.7	116.6

A few values from the entries so far:
In OVCAR-3, Cc1ccc2ccccc2[n+]1C has the entry 106.8
In OVCAR-3, CCN1/C(=C/C(C)=C/c2sc3ccc4ccccc4c3[n+]2CC)Sc2ccc3ccccc3c21 has the entry -94.5*
In SK-OV-3, Cc1ccc(-c2[nH]c(=S)[nH]c(=O)c2C#N)o1 has the entry 108.2
In A498, CC(C)(C)c1nn(-c2ccccc2)c2nc3c(nc12)c(=O)oc1ccccc13 has the entry 109.8
In SK-OV-3, COc1ccc(/C=C2\C=C(c3ccc(Cl)c(Cl)c3)NC2=O)cc1 has the entry 86.1

(further entries)
Order of results – SK-OV-3	OVCAR-4	OVCAR-5	IGROV1	A498	RXF 393	ACHN	OVCAR-8	OVCAR-3
O=C(O)c1ccc(Cl)c(Cl)c1
 : 101.8&104.5	93.8&102.7	90.5&92.3	119.3&100.2	87.6&122.0	146.7&98.0	98.5&102.9	116.3&102.8	89.6&125.0
CCOC(=O)c1cn2c3c(cc(F)cc3c1=O)C(CC)c1ccccc1C2 (centres undefined)
 : 103.6	/	104.5	93.1	89.5	117.7	104.8	95.9	92.9
CCCCCC[n+]1cccc(C(N)=O)c1
 : 89.1	114.9	113.6	106.7	102.2	115.6	111.2	92.4	104.6
C=CC/C=C(\C#N)CC=C
 : 102.4	106.7	102.0	116.6	88.2	108.6	104.2	105.9	121.7
O=C(Nn1c2c(sc1=Nc1ccccc1)C(=O)c1ccccc1C2=O)c1cc2ccc1CCc1ccc(cc1)CC2
 : 76.3	69.4	110.5	48.8	93.7	70.7	42.7	62.2	64.8
Cc1cc2cn3c4cccnc4[nH]c(=O)c3c2cc1C
 : 81.0	47.9	92.9	65.0	95.8	70.6	82.1	-46.1*	29.5
O=C1NC(=S)NC(=O)C1=Cc1ccccc1C(=O)O
 : 120.9	103.2	98.5	111.2	/	110.2	97.5	94.2	113.6
CC(=O)c1nc(Nc2ccc(F)cc2)sc1C
 : 103.6	98.1	96.6	105.4	76.9	114.7	101.0	99.7	103.7
CCCC(=O)NC(c1cccnc1)c1cc(Cl)c2cccnc2c1O (centres undefined)
 : 44.4	22.7	55.6	28.5	89.9	80.5	20.5	21.9	19.7
c1cncc(-c2csc(-c3c[nH]c4ncccc34)n2)c1
 : 66.3	66.8	73.6	48.1	/	71.9	55.7	91.5	73.5
O/N=C/c1ccc(O)cc1
 : 103.9	103.0	103.7	105.3	99.5	82.5	102.3	95.4	105.3
CC(=O)Nc1nccs1
 : 98.8	117.3	84.3	94.7	73.6	98.6	98.1	102.6	99.6

In another format: entries from further up.
| Structure | SK-OV-3 | OVCAR-4 | OVCAR-5 | IGROV1 | A498 | RXF 393 | ACHN | OVCAR-8 | OVCAR-3 |
| --- | --- | --- | --- | --- | --- | --- | --- | --- | --- |
| O=C(Nn1c2c(sc1=Nc1ccccc1)C(=O)c1ccccc1C2=O)c1cc2ccc1CCc1ccc(cc1)CC2 | 76.3 | 69.4 | 110.5 | 48.8 | 93.7 | 70.7 | 42.7 | 62.2 | 64.8 |
| Cc1cc2cn3c4cccnc4[nH]c(=O)c3c2cc1C | 81.0 | 47.9 | 92.9 | 65.0 | 95.8 | 70.6 | 82.1 | -46.1* | 29.5 |

Retrieved by structure from the list above:
Order of results – SK-OV-3	OVCAR-4	OVCAR-5	IGROV1	A498	RXF 393	ACHN	OVCAR-8	OVCAR-3
O/N=C/c1ccc(O)cc1
 : 103.9	103.0	103.7	105.3	99.5	82.5	102.3	95.4	105.3
CCCCCC[n+]1cccc(C(N)=O)c1
 : 89.1	114.9	113.6	106.7	102.2	115.6	111.2	92.4	104.6
O=C1NC(=S)NC(=O)C1=Cc1ccccc1C(=O)O
 : 120.9	103.2	98.5	111.2	/	110.2	97.5	94.2	113.6
CCOC(=O)c1cn2c3c(cc(F)cc3c1=O)C(CC)c1ccccc1C2 (centres undefined)
 : 103.6	/	104.5	93.1	89.5	117.7	104.8	95.9	92.9
Cc1cc2cn3c4cccnc4[nH]c(=O)c3c2cc1C
 : 81.0	47.9	92.9	65.0	95.8	70.6	82.1	-46.1*	29.5
O=C(Nn1c2c(sc1=Nc1ccccc1)C(=O)c1ccccc1C2=O)c1cc2ccc1CCc1ccc(cc1)CC2
 : 76.3	69.4	110.5	48.8	93.7	70.7	42.7	62.2	64.8
